Source: PubChem (several laboratories)
mABHD4 FP = ABHD4 (mouse) inhibition, primary FP screen; Q8VD66; purified mABHD4, FP-Rh probe fluorescence polarization; inhibition, % at 8.92 µM; actives 0.54% (n = 370,000);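 active means inhibition exceeding the mean over every tested compound plus 3 SD, cut at about 30% in these data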;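 further: 0% = plate median of compound wells and 100% = S159A mutant with DMSO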
Target sequence (Q8VD66 whole entry, looked up): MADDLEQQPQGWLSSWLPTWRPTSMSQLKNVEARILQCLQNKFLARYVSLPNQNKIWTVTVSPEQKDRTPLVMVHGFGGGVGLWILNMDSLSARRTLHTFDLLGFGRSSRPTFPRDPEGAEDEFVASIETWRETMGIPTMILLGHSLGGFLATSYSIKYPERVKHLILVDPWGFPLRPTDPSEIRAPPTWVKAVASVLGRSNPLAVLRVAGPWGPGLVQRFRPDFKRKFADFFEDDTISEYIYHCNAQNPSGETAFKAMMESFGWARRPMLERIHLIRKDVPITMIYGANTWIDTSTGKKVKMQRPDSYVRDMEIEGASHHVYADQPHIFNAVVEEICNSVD
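assay system = mABHD4 protein | compound dosing = single nominal dose of 8.92 µM, 0.89% DMSO final | read-out basis = percent inhibition of probe binding, normalized to plate controls | schedule = Enzyme–compound pre-incubation 45 min, then probe 60 min, both 25 °C | detection = fluorescence polarization, excitation 525 nm, emission 598 nm, BODIPY TMR filters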
LEDGF integ inh = blocks HIV-1 LEDGF/p75-dependent DNA integration. AID 743269. actives 0.64% (n = 370,000). inhibition, % at 3.7 µM. TR-FRET IN-LEDGF/p75 DNA integration, Eu/Cy5;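 active means inhibition above the screen-wide mean plus 3 SD, cut at about 13% in these data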;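 further: signal is the Cy5 over europium emission ratio at 671 and 618 nm; 0% = plate median of compound wells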
HTRA1 inh = HTRA1 (human) protease inhibition. Q92743. recombinant HTRA1, FP-rhodamine activity-based probe, fluorescence polarization. inhibition, % at 5.96 µM. actives 0.5% (n = 340,000). AID 504803; in the data active means inhibition above about 36%;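 further: 0% = enzyme with DMSO and 100% = wells lacking enzyme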
rCAG binder = binds r(CAG) RNA repeats; r(CAG) RNA repeat, TO-PRO-1 dye displacement fluorescence; inhibition, % at 3 µM; actives 1.3% (n = 370,000);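 active means inhibition above the plate cutoff, the mean of all test compounds on that plate plus 3 SD, cut at about 35% in these data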;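 further: 0% = DMSO alone and 100% = 100 µM mitoxantrone as full dye displacement; higher means more dye released from RNA so lower well fluorescence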
PG9 binder = small molecules binding HIV-1 gp120 antibody PG9; inhibition, % at 6.7 µM; TR-FRET gp120-PG9 antibody binding; actives 0.43% (n = 360,000); AID 624416; in the data active means inhibition above about 8.5%
MBD2 inh = blocks human MBD2 binding to methylated DNA; Q9UBB5; TR-FRET, MBD2 binding to methylated oligonucleotide; inhibition, % at 4.4 µM; actives 0.31% (n = 370,000); in the data active means inhibition above about 13%
Target sequence (Q9UBB5 whole entry, looked up): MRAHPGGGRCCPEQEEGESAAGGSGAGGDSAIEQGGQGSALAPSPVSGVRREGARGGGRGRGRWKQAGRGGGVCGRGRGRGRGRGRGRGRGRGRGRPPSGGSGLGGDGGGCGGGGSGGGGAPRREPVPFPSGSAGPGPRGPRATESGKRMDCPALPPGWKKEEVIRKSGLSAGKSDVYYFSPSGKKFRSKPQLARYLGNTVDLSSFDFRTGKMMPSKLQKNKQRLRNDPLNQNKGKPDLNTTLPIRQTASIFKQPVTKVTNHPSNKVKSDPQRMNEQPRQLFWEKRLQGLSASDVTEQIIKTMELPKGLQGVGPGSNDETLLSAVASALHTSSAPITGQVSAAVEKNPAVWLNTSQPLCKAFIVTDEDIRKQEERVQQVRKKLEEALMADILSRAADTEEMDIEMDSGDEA
Rev-erbA mod = modulates human Rev-erb alpha binding to DNA; Rev-erbα–FITC-DNA binding, fluorescence polarization, 90 min; actives 0.79% (n = 370,000); activity, % at 10 µM; AID 1259318; P20393;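 active means activity above about 14%, limit read from the data; passing the limit was not always enough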;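 further: 0% = DMSO wells with 35 nM protein and 100% = DMSO wells with 750 nM protein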
UHRF1 binding = human UHRF1 methylated DNA binding inhibitors; UHRF1 binding to methylated oligo, TR-FRET; inhibition, % at 4.4 µM; actives 0.75% (n = 370,000); AID 687016; in the data active means inhibition above about 21%;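 further: UHRF1 SRA domain binding a hemimethylated CpG hairpin DNA probe; 0% = median of test compound wells and 100% = reference inhibitor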
PRMT1 inh = PRMT1 (human) inhibition, primary screen; Q99873; recombinant PRMT1, activity-based probe fluorescence polarization; inhibition, % at 2.79 µM; actives 1.3% (n = 370,000);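 active means inhibition above about 21% made by adding two undisclosed values, limit read from the data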
TCR-CD3 inh = inhibitors of human TCR-CD3 interaction | TAMRA-labeled TCR probe fluorescence, biochemical | inhibition, % at 9.4 µM | actives 0.37% (n = 360,000); in the data active means inhibition above about 19%;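 further: recombinant mutant TCR 2C K166C tagged with TAMRA read by polarization; 0% = receptor in buffer alone and 100% = receptor with positive control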
* = called active by the depositor; x = not tested or not shown.

SMILES	mABHD4 FP	LEDGF integ inh	HTRA1 inh	rCAG binder	PG9 binder	MBD2 inh	Rev-erbA mod	UHRF1 binding	PRMT1 inh	TCR-CD3 inh
COc1cccc(OCC(O)CNC2CCCC2)c1 (stereo not given)	1	1	4	1	-0.8	2	-2	1	3	6
C[C@H]1NC(=O)[C@]2(C)[C@@H](c3ccccc3)[C@H]3COc4ccccc4[C@H]3N2C1=O	-6	5	6	2	-0.5	-6	1	0	-3	4
O=C1OCC(O)=C1Cc1ccccc1	3	2	6	2	-1.6	1	-4	-1	0	7
CNc1cc(N2CCCC2)ccc1[N+](=O)[O-]	3	2	1	-1	-4.0	-12	-1	-3	-1	7
N#Cc1c2n(c3c(-c4ccccc4)ncnc13)CCC2	1	3	-4	2	0.2	-2	2	0	1	2
CCO[C@@H]1OC(C(=O)N2CCOCC2)=C[C@H](c2cn(C(C)=O)c3ccccc23)[C@H]1CCCO	2	2	-3	-6	0.3	-5	0	4	-8	1
O=C(Nc1ccon1)c1ccc(Br)s1	-2	2	-5	-2	-0.2	2	8	-3	-2	-6
CC(C)(C)OC(=O)NC(CCNC=C1C(=O)OC(C)(C)OC1=O)C(=O)O (stereo not given)	-8	0	5	-1	-2.2	-2	-2	1	0	-1
CCN1CCCC(OC(=O)Nc2ccccc2)C1 (stereo not given)	2	1	-6	-1	0.0	-4	2	0	-4	6
COC(=O)CCC(=O)Nc1cc(Cl)cc(Cl)c1	4	2	0	0	0.1	0	-4	-1	-1	1
O=C(O)CN(Cc1ccccc1)S(=O)(=O)c1ccc(F)cc1	-2	1	6	2	0.5	4	-6	4	3	-1
COc1ccccc1CNc1cc(C)ccc1C	-3	-1	-4	-4	-1.1	2	0	-2	0	3
CSc1ncccc1C(=O)OCC(=O)Nc1ccc(N2CCOCC2)cc1	-4	0	8	4	-2.0	0	-4	2	0	3
Nc1ccc(C(=O)C(=O)c2ccc(N)cc2)cc1	6	3	5	-4	1.2	-1	5	3	-1	6
O=C(NC1CCCCC1)C(c1ccc(Cl)cc1)N(C(=O)c1cnccn1)c1ccc2c(c1)OCO2 (stereo not given)	5	-1	-2	-2	0.6	11	-3	22*	-1	2
CC(C)(C)NC(=O)CN(C(=O)Cn1nnc(-c2ccccc2F)n1)c1cccc2c1CCCC2	-1	4	-19	-4	0.2	-8	1	1	-3	-2
COc1ccc2cc(C(C)C(=O)NC3CCC(O)CC3)ccc2c1 (stereo not given)	-1	3	5	0	-0.8	-1	7	2	-3	2
CC(C)C[C@H]1CN(CCCC[C@H]2CNC(=O)C(=O)N2CC2CCCCC2)C(=O)C(=O)N1Cc1ccccc1	3	5	x	-2	0.3	2	-3	1	1	6
C/C(CC(=O)Nc1cccnc1)=N\NC(=O)C(C)Oc1ccc(Cl)cc1Cl (stereo not given)	3	0	-1	-2	-1.9	1	3	3	1	1
CCOC(=O)N1CCN(c2cc(NCCO)c([N+](=O)[O-])c3nonc23)CC1	6	2	8	-1	-0.8	-9	1	-9	-3	3
COc1ccc(-c2cc(C(F)(F)F)nc(SCC(=O)Nc3ccc4c(c3)OCO4)n2)cc1OC	1	5	-5	1	-1.5	-1	10	-3	-2	1
CCCOc1ccc(/C=N/NC(=O)c2ccc3c(c2)OCO3)c(OCCC)c1	4	-1	9	-2	-0.7	4	3	1	2	5
Cc1cccc(C(=O)Oc2c(Br)cc(Br)cc2/C=N/NC(=O)c2ccncc2)c1	-1	1	-5	2	-2.4	-1	-4	-1	1	4
Brc1ccccc1CN1CCN(Cc2c[nH]c3ccccc23)CC1	16	0	x	4	0.8	0	3	3	4	-3
CCOc1ccc2nc(SCC(=O)N3c4ccccc4Sc4ccccc43)sc2c1	0	1	4	-1	-2.0	-4	0	-3	-4	5
(next part)
SMILES	mABHD4 FP	LEDGF integ inh	HTRA1 inh	rCAG binder	PG9 binder	MBD2 inh	Rev-erbA mod	UHRF1 binding	PRMT1 inh	TCR-CD3 inh
CC(C)CNC(=O)C1(C)CCCCCN1C(=O)c1cc(C#N)cs1 (stereo not given)	4	-6	x	0	-1.0	1	0	-2	0	2
O=C(CSc1nnc(Cc2cc(=O)[nH]c(=O)[nH]2)n1-c1ccccc1)N1CCCC1	8	-1	7	1	0.4	1	1	3	1	4
CC(C)c1nnc(NC(=O)CCC(=O)Nc2ccc(Cl)cc2)s1	9	-1	1	2	-1.5	-3	-7	-2	-3	2
CCOc1ccccc1OCC(=O)O	-9	-3	2	0	-2.2	-6	-6	0	-3	0
Cc1ccc2nc(SCn3nnc4ccccc4c3=O)[nH]c2c1	4	-1	-3	2	-0.8	0	1	1	2	3
CCCS(=O)(=O)N1CCc2cc(OC)c(OC)cc2C1	3	3	11	1	1.5	8	-6	0	2	-2
c1ccc2sc(N3CCCCC3)nc2c1	-2	-6	3	0	1.6	1	-2	2	0	-3
CCOCCCNC(=O)CN1C(=O)CSc2cc(S(=O)(=O)N3CCCCCC3)ccc21	4	1	4	-7	0.4	-3	3	-2	-2	9
Cc1ccc(-c2n[nH]c(=S)c3ccccc23)cc1	1	-4	-3	-1	5.2	6	1	40*	4	-2
CCCC[C@@H]1CNC(=O)C(=O)N1CCCCC1CCCCC1	6	0	x	0	0.6	2	-3	0	-1	7
O=C(COc1cccnc1[N+](=O)[O-])Nc1ccc2c(c1)OCO2	3	-4	-6	-1	-1.1	7	-3	0	5	-4
C/C(=N\NC(=O)c1ccn(C)n1)c1ccc(NC(=O)C2CCC2)cc1	5	-2	-5	-2	-1.8	5	5	0	3	-3
CCCn1c(N)c(C(=O)COC(=O)c2cccc(S(=O)(=O)N3CCOCC3)c2)c(=O)[nH]c1=O	-11	3	7	2	4.2	5	1	6	2	-5
CC(=O)N(CCc1cccc(C)c1)Cc1cc2cc(C)ccc2[nH]c1=O	7	-3	0	-8	1.6	8	-5	1	4	3
CCOC(=O)C(C(=O)OCC)C(C[N+](=O)[O-])c1ccccc1 (stereo not given)	-1	-2	2	0	-3.0	1	11	0	3	0
O=C(Nc1cccc(C(=O)O)c1)/C(=C\c1ccc2c(c1)OCO2)NC(=O)c1ccco1	-5	2	7	2	-2.2	-3	4	-1	-1	-3
CCCN1C(C)C(C(=O)OCC)=CN(Cc2ccc(Br)cc2)S1(=O)=O (stereo not given)	-14	-3	-20	0	-1.5	-3	3	1	-3	-5
Cc1ccc(N2CC(C(=O)NC3CCCCCC3)CC2=O)cc1 (stereo not given)	0	-2	-2	0	1.5	2	2	0	3	-5
COc1ccccc1-c1cc2nc(C)cc(C)n2n1	5	-3	x	-1	2.9	2	-2	-1	1	12
Cc1ccccc1NC(=O)C1CCN(C(=O)N2CCOc3ccccc32)CC1	3	0	11	1	-0.5	-1	7	-2	-1	3
CN(CC(=O)Nc1cccc(F)c1)C(=O)c1ccc(C2SCCS2)cc1	2	-2	-12	2	1.3	-8	-3	-4	2	11
Cc1cc(C)c(S(=O)(=O)c2ccccc2)c(OC(=O)c2c(F)cccc2F)n1	2	0	2	-6	-0.2	-5	-1	-2	-2	10
COc1ccc(NC(=O)CSc2n[nH]c(-c3ccncc3)n2)cc1Cl	-1	-2	4	7	1.3	0	2	0	-1	4
COc1ccccc1NC(=O)c1cccnc1	6	-1	-1	1	-2.2	1	2	-2	-2	10
O=S1(=O)N=C(Nc2ccc(O)c(CN3CCCCC3)c2)c2ccccc21	-4	-4	-4	0	-1.5	0	6	1	2	-6

An excerpt from the list above, as a working copy:
SMILES	mABHD4 FP	LEDGF integ inh	HTRA1 inh	rCAG binder	PG9 binder	MBD2 inh	Rev-erbA mod	UHRF1 binding	PRMT1 inh	TCR-CD3 inh
CCCS(=O)(=O)N1CCc2cc(OC)c(OC)cc2C1	3	3	11	1	1.5	8	-6	0	2	-2
c1ccc2sc(N3CCCCC3)nc2c1	-2	-6	3	0	1.6	1	-2	2	0	-3
CCOCCCNC(=O)CN1C(=O)CSc2cc(S(=O)(=O)N3CCCCCC3)ccc21	4	1	4	-7	0.4	-3	3	-2	-2	9
Cc1ccc(-c2n[nH]c(=S)c3ccccc23)cc1	1	-4	-3	-1	5.2	6	1	40*	4	-2
CCCC[C@@H]1CNC(=O)C(=O)N1CCCCC1CCCCC1	6	0	x	0	0.6	2	-3	0	-1	7
O=C(COc1cccnc1[N+](=O)[O-])Nc1ccc2c(c1)OCO2	3	-4	-6	-1	-1.1	7	-3	0	5	-4
C/C(=N\NC(=O)c1ccn(C)n1)c1ccc(NC(=O)C2CCC2)cc1	5	-2	-5	-2	-1.8	5	5	0	3	-3
CCCn1c(N)c(C(=O)COC(=O)c2cccc(S(=O)(=O)N3CCOCC3)c2)c(=O)[nH]c1=O	-11	3	7	2	4.2	5	1	6	2	-5
CC(=O)N(CCc1cccc(C)c1)Cc1cc2cc(C)ccc2[nH]c1=O	7	-3	0	-8	1.6	8	-5	1	4	3
CCOC(=O)C(C(=O)OCC)C(C[N+](=O)[O-])c1ccccc1 (stereo not given)	-1	-2	2	0	-3.0	1	11	0	3	0
O=C(Nc1cccc(C(=O)O)c1)/C(=C\c1ccc2c(c1)OCO2)NC(=O)c1ccco1	-5	2	7	2	-2.2	-3	4	-1	-1	-3
CCCN1C(C)C(C(=O)OCC)=CN(Cc2ccc(Br)cc2)S1(=O)=O (stereo not given)	-14	-3	-20	0	-1.5	-3	3	1	-3	-5

(list continues)
SMILES	mABHD4 FP	LEDGF integ inh	HTRA1 inh	rCAG binder	PG9 binder	MBD2 inh	Rev-erbA mod	UHRF1 binding	PRMT1 inh	TCR-CD3 inh
CC(C)CCN1CCN(Cc2ccc(N3CCNC3=O)cc2)CC1CCO (stereo not given)	4	1	8	-6	1.5	5	5	3	4	-4
CCCCCCCCNC(=O)c1cnsn1	-1	0	-1	-9	-1.6	-3	-4	-2	-1	-4
CCOC(=O)Cn1c(=O)oc2cc(S(=O)(=O)NCC3CCCO3)ccc21 (stereo not given)	3	-2	3	0	-2.0	0	-2	1	-7	1
O=C(NNC(=O)c1ccccc1[N+](=O)[O-])c1ccc(NS(=O)(=O)c2cccs2)cc1	-5	-2	-1	4	0.6	8	-1	3	9	-8
Cn1c(=O)c2[nH]c(CN(Cc3ccccc3)Cc3ccccc3)nc2n(C)c1=O	2	1	-4	-3	-1.3	0	-4	1	-1	3
CCN1CCN(c2nc3ccccc3nc2NS(=O)(=O)c2ccc(NC(C)=O)cc2)CC1	-9	6	4	4	-2.9	-4	0	-2	-2	-3

The list is partial; the hit share may differ from the screen's.
